Compound activity as filed in PubChem.
All columns: NCI-60 one-dose screen, growth in % after 48 h at 10 µM unless noted; 100 = growth as untreated, 0 = no growth, -100 = all killed.
HL-60(TB): HL-60(TB) leukemia cells. 78,000 tested, 9% active; active means growth percent below 10
Starred values were filed as active, the others as inactive; & = joins results of further samples.

SMILES	HL-60(TB)
CCCC(=O)NNc1[nH]c(-c2ccc(Cl)cc2)cc1C(=O)OCC	70.5
COc1ccc(Cl)cc1Cn1ccnc1	101.7
Cc1cc(NCc2cn(-c3ccc(C(=O)O)cc3)nc2-c2ccc(C(=O)O)cc2)ccc1F	99.4
COc1cc(N(CCCl)CCCl)c(OC)cc1/C=N\Nc1nnc(C)n1N	90.9
O=S(=O)(OCCOS(=O)(=O)c1ccc(F)cc1)c1ccc(F)cc1	86.0
CCOC(=O)c1cccnc1Nc1ccc(NC(=O)Nc2ccc(Cl)c(C(F)(F)F)c2)cc1	29.4
N#Cc1c(NC(=O)CN(Cc2ccccc2)Cc2ccccc2)sc2c1CCCCC2	106.2
CCOc1ccc(N2C(=O)[C@]3(NC2=S)[C@H](c2ccc(Cl)cc2)CN(C)[C@]32C(=O)NC3C=CC=C[C@H]32)cc1 (some centres not stated)	38.2
Brc1ccc(-n2cc(-c3nn[nH]n3)c(-c3cccs3)n2)cc1	103.9
CCCCCCCCCCCCCCNC(=O)C(C)O (configuration not stated)	105.9
O=C1CSC(/C=C/c2ccccc2)N1c1nnc(Cn2cnnc2)o1 (configuration not stated)	94.6
Cc1ccc(-c2nc3c(N=Nc4ccc(S(N)(=O)=O)cc4)c(N)nn3c(N)c2C#N)cc1	2.7*
O=S(c1ccccc1O)S(=O)c1ccccc1O (configuration not stated)	110.1&94.6
CC(C)(C)n1nnnc1C(Nc1ccc(F)cc1)c1cc2cccc3ccc4cccc1c4c32 (configuration not stated)	83.8
N#Cc1c(N)nc2c(c(N)nn2-c2ccccc2)c1-c1ccc(O)cc1	94.6
Cc1cc2nc(C(Cl)Cl)nc(-c3ccc(Cl)cc3)n2n1	-8.2*
CC1(C)CCC(C)(C)c2c([N+](=O)[O-])cc([N+](=O)[O-])cc21	90.3
O=S(=O)(Cc1ccccc1)CS(=O)(=O)Cc1ccccc1	53.5
CCCC(C)C1CCC(OC(C)=O)CC1 (configuration not stated)	98.9
CCC(=O)C1(c2cccc(OC)c2)CCN(C)CC1	99.6
Cc1ccc(S(=O)(=O)N(CCOc2ccc(/C(N)=N/Cl)cc2)CCOc2ccc(/C(N)=N\Cl)cc2)cc1	55.9
O=C(C1=Cc2cc3ccccc3n2Cc2cnnn21)c1ccc(O)cc1	41.7
COC(=O)CC12CC(NC(=O)c3csc([C@@H](C[C@H](C(C)C)N(C)C(=O)[C@@H](NC(=O)[C@H]4CCCCN4C)C(C)C)OC(C)=O)n3)(C1)C2	-29.6*
N#CC(CCc1ccncc1)c1ccccc1 (configuration not stated)	110.2
Cc1ccc2[nH]c(O)c(N=Nc3nc(-c4ccccc4)c(C#N)c(=O)[nH]3)c2c1	100.4
COc1ccc(O)c(/C(=C/C(=O)O)c2nc3ccccc3[nH]2)c1	81.5
COC(=O)c1nn(-c2ccccc2)c2occc2c1=O	98.9
Cc1ccc(-n2nnc3c(sc4ccccc43)c2=O)cc1	92.9
COc1ccccc1C1CCCCC1	87.3
CC(=O)OC[C@]12CC[C@@H](C(=O)N3CCNCC3)[C@@H]1[C@H]1CC[C@@H]3[C@@]4(C)CC[C@H](OC(C)=O)C(C)(C)[C@@H]4CC[C@@]3(C)[C@]1(C)CC2	100.9
CC(N)c1ccccc1 (configuration not stated)	205.3
CCC(=O)OCc1ccc(OC)cc1	97.0
COc1cc(-c2nc(SCCC(C)C)nc(N3CCOCC3)c2C#N)cc(OC)c1OC	95.2
CNC1(C(=O)O)CCCCC1	98.0
N#Cc1ccc(NC(=O)Nc2ccc(Oc3ccc(NC(=O)Nc4ccc(C#N)cc4)cc3)cc2)cc1	-38.5*
O=[N+]([O-])c1cc(Cl)c(O)c(N=Nc2cc(S(=O)(=O)O)c3cccc4c3c2N=NN4)c1	93.6
O=c1c2cccc3c(NC4CCCCC4)ccc(c32)c2nc3ccccc3n12	62.6
O=C(NCCOc1ccc([N+](=O)[O-])cc1Cl)Nc1ccc(S(=O)(=O)F)cc1	82.0
Brc1cc2c(c3ccccc13)N1O[C@@H](C2)C[C@H]1c1ccccc1	93.7
CNC(=O)CO	101.3
COc1ccc(CN2CCN(C(=O)COc3ccc(Cl)cc3)CC2)cc1	88.5
ON=C1CCSCC1	71.4
COc1cc(-n2c(=O)n(-c3nc4ccc(F)cc4s3)c(=O)c3cccnc32)cc(OC)c1OC	104.7
O=C(CN1CCN(c2cc3c(cc2F)c(=O)c(C(=O)O)cn3C2CC2)CC1)Nc1nc(-c2ccc(OCc3ccccc3)cc2)cs1	77.6
CCN(Cc1ccccc1)C(=O)Nc1c(Cl)cccc1Cl	87.5
C/C=C(C)/C=N/Nc1nc(-c2ccccc2)cs1	99.5
O=C(Nc1cnc(Cl)nc1Oc1cccc(C(F)(F)F)c1)Nc1c(Cl)cccc1Cl	89.5
CC(C)C[C@H](NC(=O)CCn1ccc2ccccc2c1=O)B(O)O	28.1
Cc1c(C(N)=O)sc2ncnc(N)c12	109.9
CCCCCc1ccc(C2=C(Br)C(=O)c3nc(/C=N/NC(N)=S)ccc3C2=O)cc1	92.9

Carrying on.
SMILES	HL-60(TB)
COc1cc(C2=NN(C(=O)c3ccc(S(C)(=O)=O)cc3)C(c3ccc4c(c3)OCO4)C2)cc(OC)c1OC (configuration not stated)	94.8
CCOC(=O)c1noc2c1CCc1cn(Cc3cc(OC)cc(OC)c3)cc1-2	77.1
O=C(NNC(=O)c1ccncc1)Nc1ccc(N=Nc2ccccc2)cc1	60.2
O=S(=O)(OCCCOS(=O)(=O)c1ccc(F)cc1)c1ccc(F)cc1	68.5
CCCCCCCCCCCCOB(OCCCCCCCCCCCC)OCCCCCCCCCCCC	107.0
C=C(C)[C@@H]1CC[C@]2(C(=O)NCCO)CC[C@]3(C)[C@H](CC[C@@H]4[C@@](C)(CCC#N)[C@H](C(=C)C)CC[C@]43C)[C@@H]12	98.1
CCCCNC(=O)c1c(C)[nH]c(-c2nc3ccccc3[nH]2)c1C	111.4
COc1ccc(CN2CCc3c(Nc4ccccc4)nc(N)nc3C2=O)c(OC)c1	59.1
CN1C(=O)N(c2ccccc2)C2N=C(N/N=C/c3ccccc3)SC21 (configuration not stated)	-6.6*
Ic1sc(I)c(I)c1I	97.3
O=c1[nH]c2ccccc2nc1/C=C(\O)c1ccncc1	90.6
O=C(CSc1nc2ccccc2s1)Nc1ccc(-c2nc3ccccc3s2)cc1	58.9
COc1ccccc1Nc1nnc(COc2ccc(CNC(=O)CCCC/C=C/C(C)C)cc2OC)o1	81.1
CSc1nn(CCC#N)c(=O)[nH]c1=O	97.0
CC1=NN(c2ccc(Cl)cc2)CC1(C)N=O (configuration not stated)	38.5
O=S(=O)(NC1c2ccccc2CC1O)c1ccccc1 (configuration not stated)	105.4
c1ccc2c(N3CCCCC3)ncnc2c1	51.5
CC1C(c2ccccc2)OC(N2CCOCC2)C(C)(C)CN1C (configuration not stated)	83.8
NCCc1ccc(O)c(O)c1	48.4
CCn1c(Cc2ccccc2Nc2c(Cl)cccc2Cl)nnc1SCC(=O)NN1C(=O)/C(=C/c2cccc(OC)c2OC)SC1=S	97.5
Nc1cc(Cl)ccc1S	95.3
Cc1cc(=O)n(C(=O)Nc2ccc(Br)cc2)c2cc(O)ccc12	113.1
C=CC(C)(O)CC/C=C(\CO)C(=O)OCC1OC(OC(=O)[C@]23CCC(C)(C)C[C@H]2C2=CC[C@@H]4[C@@]5(C)CC[C@H](OC6OC(COC7OC(C)C(O)C(O)C7OC7OCC(O)C(O)C7O)C(O)C(O)C6NC(C)=O)C(C)(C)[C@@H]5CC[C@@]4(C)[C@]2(C)C[C@H]3O)C(OC2OCC(O)(CO)C2O)C(O)C1O (some centres not stated)	72.8
CN(C)c1ccc(/C=N/NC(=O)COc2cc(=O)n(C)c3ccccc23)cc1	98.5
COc1cc(C(=O)Oc2cccc(CN3CCCCC3)c2)cc(OC)c1OC	102.8
CCCCC(C(=O)OC)C(=O)OC	101.2
O=C1c2ccccc2C(O)(c2ccc(Cl)cc2)c2ccc(Cl)cc21 (configuration not stated)	99.1
O=C(C[n+]1cccc(Br)c1)c1ccc(Cl)cc1	101.3
O=C(CSCc1c(F)cccc1Cl)Nc1ccc(F)c(Cl)c1	86.8
CC(C)(C)C(=O)CC(=O)c1ccncc1	94.9

Taken from above.
`CC(C)(C)C(=O)CC(=O)c1ccncc1` in HL-60(TB) reads 94.9
`CN(C)c1ccc(/C=N/NC(=O)COc2cc(=O)n(C)c3ccccc23)cc1` in HL-60(TB) reads 98.5
`O=C(C[n+]1cccc(Br)c1)c1ccc(Cl)cc1` in HL-60(TB) reads 101.3
`Cc1cc(=O)n(C(=O)Nc2ccc(Br)cc2)c2cc(O)ccc12` in HL-60(TB) reads 113.1
`O=C(CSCc1c(F)cccc1Cl)Nc1ccc(F)c(Cl)c1` in HL-60(TB) reads 86.8
`CCCCC(C(=O)OC)C(=O)OC` in HL-60(TB) reads 101.2

Gathered by group: those above with a COOH group (4)
SMILES	HL-60(TB)
Cc1cc(NCc2cn(-c3ccc(C(=O)O)cc3)nc2-c2ccc(C(=O)O)cc2)ccc1F	99.4
COc1ccc(O)c(/C(=C/C(=O)O)c2nc3ccccc3[nH]2)c1	81.5
CNC1(C(=O)O)CCCCC1	98.0
O=C(CN1CCN(c2cc3c(cc2F)c(=O)c(C(=O)O)cn3C2CC2)CC1)Nc1nc(-c2ccc(OCc3ccccc3)cc2)cs1	77.6

The results go on.
SMILES	HL-60(TB)
O=C(O)/C(Cc1ccco1)=N\O	99.4
O=c1oc2ccc(I)cc2c(=O)n1-c1ccc(F)cc1F	-4.1*
COc1c(F)ccc(C(=O)Nc2ccc3nc(NC(=O)C4CCCN(S(=O)(=O)c5cccc(Cl)c5)C4)sc3c2)c1F (configuration not stated)	76.8
Cc1ccc(CN(C(=O)CNC(=O)OC(C)(C)C)C(C(=O)NC(C)(C)C)c2ccc3c(c2)OCO3)o1 (configuration not stated)	100.0
C[C@]12CC[C@H]3[C@@H](C[C@@H]4SC(N)=N[C@@]45CC(=O)CC[C@]35C)[C@@H]1CCC2=O	100.3
O=c1[nH]c2ccccc2cc1-c1nnc(-c2ccccc2O)o1	84.9
CC(=O)Nc1ccc2c(c1)/C(=C/C=C/c1ccc(N(C)C)cc1)c1ccccc1-2	87.9
COc1cc(OC)c(/C=C\C(=O)c2ccccc2O)c(OC)c1	67.6
CC(=O)OC1CC2(Cl)C(Cl)=C(Cl)C1(Cl)C2(Cl)Cl (configuration not stated)	78.1
ClC1CN2CCC1CC2 (configuration not stated)	115.7
c1ccc2c(c1)CCc1c(-c3noc4c3CCc3ccccc3-4)noc1-2	104.2
O=C(Nc1ccccc1C1=NCC(CO)O1)c1ccc(Cl)c(Cl)c1 (configuration not stated)	90.3
COC(=O)c1c2c(c(C)[n+]([O-])c1C)C(=O)C=CC2=O	-8.0*
COc1ccc(/C=C/C(C)=N/OCC(=O)Nc2ccc(Cl)cc2)cc1	38.6
CCN(CC)CCOC(=O)C(c1ccccc1)(c1ccccc1)C(C)C	91.8
N#Cc1c(Nc2ccc(Cl)cc2)nn2c(-c3ccc(F)cc3)c(-c3nc4ccccc4s3)c(N)nc12	102.4
COc1ccc(C(=O)/C=C/c2cc3ccccc3n3nnnc23)cc1	92.1
c1ccc(-c2noc3ncnc(Nc4ccc(Oc5cccc6ccccc56)cc4)c23)cc1	74.3
N#CSCc1ccc(CSC#N)c(Cl)c1	23.0
CC(C)c1ccc(Cc2ccc(O)cc2)cc1	85.7
Cn1c(=O)c2c(ncn2CCC(=O)Nc2ccccc2)n(C)c1=O	109.8
COc1ccc(Cn2ccc3c2-c2oncc2CC3)cc1	88.6
Clc1nc(Cl)c2c(ncn2C/C=C\Cn2cnc3c(Cl)nc(Cl)nc32)n1	-80.7*
O=C(O)c1ccc2c(c1)C(=O)c1ccccc1C2=O	102.1
O=Cc1ccc2cc1OCC#C/C=C\C#CCO2	119.3
COc1cccc(-c2nc(SCC(=O)Nc3ccc(C(=O)/C=C/c4ccc(OC)c(OC)c4)cc3)[nH]c(=O)c2C#N)c1	98.2
O=C1[C@@H]2Cc3c([nH]c4ccccc34)[C@@H](c3ccc(Cl)cc3)N2C(=O)CN1C1CCN(Cc2ccccc2)CC1	-9.4*
CC(C)(C)c1ccc(OC(=O)c2ccccc2O)cc1	115.2
COc1ccc(CC(N)(C(=O)O)c2ccccc2)cc1 (configuration not stated)	88.2
Cc1ccc(-c2cc3nc(C(Cl)Cl)nc(C)n3n2)cc1	106.7

Arranged by length of the SMILES (smallest number first): some entries from above
SMILES	HL-60(TB)
CCC(=O)OCc1ccc(OC)cc1	97.0
CC1C(c2ccccc2)OC(N2CCOCC2)C(C)(C)CN1C (configuration not stated)	83.8
C=C(C)[C@@H]1CC[C@]2(C(=O)NCCO)CC[C@]3(C)[C@H](CC[C@@H]4[C@@](C)(CCC#N)[C@H](C(=C)C)CC[C@]43C)[C@@H]12	98.1

Next section.
SMILES	HL-60(TB)
CCOc1ccc(NC(=O)CC2SC(=Nc3ccc(Cl)cc3)NC2=O)cc1 (configuration not stated)	108.7
O=c1[nH]c2ccccc2cc1-c1nnc(COc2ccc3ccccc3c2)o1	85.0
CC(=O)OCCC[n+]1ccc(SCC(=O)n2ccc3ccccc32)c2ccccc21	96.3
COc1ccc(N/C=C/C2=[N+](C)c3ccccc3C2(C)C)c(OC)c1	99.3
O=C(c1cc(-c2ccccc2)nc2ccccc12)N1N=C(c2ccc(Cl)cc2)CC1c1cc(-c2ccccc2)nn1-c1ccccc1 (configuration not stated)	109.1
Cc1c(Cl)cc(N2C(=O)c3cccc4cccc(c34)C2=O)cc1Cl	92.3
CC1(C)CCC(S(=O)(=O)c2ccc3c(c2)/C(=N\O)c2cc(S(=O)(=O)N4CCN(c5ccc(F)cc5O)CC4)ccc2-3)CC1	-70.7*
O=c1cc(-c2ccccc2)oc2c(O)c(O)ccc12	59.4
O=C(CC1(O)C(=O)Nc2ccc(F)cc21)c1ccc(C(=O)NCC2CCC3(CC2)OOC2(CCCCC2)OO3)cc1 (configuration not stated)	-64.2*
Cc1cccc2c(C(=O)O)cc(-c3ccc(Cl)cc3)nc12	69.6
COC1O[C@@H]2O[C@]3(C)CC[C@H]4[C@H](C)CC[C@@H]([C@H]1C)[C@@]24OO3 (some centres not stated)	99.5
CC(C(=O)Nc1ccccc1C(=O)NCCN)(c1ccccc1)c1ccccc1	88.7

Not all compounds are listed; the hit share may differ from the screen's.
